From PubChem
HepG2 tox: HepG2 cytotoxicity, counter-screen for TGF-b inhibitors. HepG2 CAGA-GFP viability, ATP luminescence, 18 h. Potency, µM (top dose mostly 46.1 µM), inactives show at the top dose activity change, negative = cytotoxicity, hits mostly cytotoxic. 410,000 tested, 0.76% active. AID 588856; also: potency is read from the fitted curve at half-maximal effect; some results filed as inactive show a strong effect at the top dose
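HepG2 CAGA-GFP cells (1000/well, DMEM with 1% FBS) received compound, then TGF-beta at 500 pg/mL final, and were incubated 18 hours at 37 degrees C. Viability was read by CellTiter-Glo luminescence. Media-only wells were set as complete cell-killing and DMSO as no toxicity.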
KB-3-1 tox: KB-3-1 parental cell cytotoxicity. KB-3-1 viability, CellTiter-Glo ATP luminescence, 72 h. Potency, µM (doses to about 46.1 µM), for inactives: top-dose activity change, negative = cytotoxic, most hits filed as cytotoxic. 400,000 tested, 1.4% active. AID 1347075; also: potency is read from the fitted curve at half-maximal effect; % is scaled to controls: 0 for no effect and ±100 for the full control effect; nearly all actives have a fitted effect of over 60% in size
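Viability of parental KB-3-1 cells, measured by CellTiter-Glo luminescence, followed a 72 h incubation at 37 °C with pinned compounds in phenol-red-free DMEM containing 10% FBS.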
HT1080-NT tox: kills 2HG-producing HT-1080-NT fibrosarcoma cells. HT-1080-NT fibrosarcoma viability, CellTiter-Glo ATP luminescence, 48 h. Potency, µM (titrated, usually from 46.1 µM), without a hit: at the highest dose activity, negative = less viability, most hits filed as cytotoxic. 360,000 tested, 1.6% active. AID 686970;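 also: NT is the 2HG producing partner of a matched IDH1 knockdown line; potency is read from the fitted curve at half-maximal effect; 0% = DMSO-treated cells and -100% = media-only wells without cells; nearly all actives have a fitted effect of over 55% in size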
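Luminescent CellTiter-Glo readout after 48 hours of compound exposure at 37 degrees C defined viability of HT-1080-NT cells. Activity was normalized to DMSO wells and cell-free media wells; concentration-response curves were fitted and assigned curve classes.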
S2 tox: cell viability loss in ATXN counter-screen | S2 cells (HEK-293 line with an ATXN2-luciferase reporter) viability, CellTiter-Fluor protease fluorescence, 24 h | Potency, µM (top dose mostly 56.7 µM), most hits filed as cytotoxic | 400,000 tested, 0.49% active; also: potency is read from the fitted curve at half-maximal effect; nearly all actives have a fitted effect of over 40% in size
ATXN2 expr inh: ATXN2 expression inhibition. Potency, µM (top dose mostly 57 µM), without a hit: at the top dose activity change, negative = inhibition, most hits filed as inhibitors. AID 1745845. HEK-293 ATXN2-luciferase reporter, luminescence, 24 h. 360,000 tested, 0.72% active; also: potency is read from the fitted curve at half-maximal effect; % is scaled to controls: 0 for no effect and ±100 for the full control effect; nearly all actives have a fitted effect of over 55% in size
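qHTS (up to 57 uM final) was run with 24 h compound exposure of reporter cells at 37 °C. Each well was multiplexed: SteadyGlo luminescence measured ATXN2-luciferase expression after a fluorogenic Gly-Phe-AFC viability readout (25 uM final).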
MCF10A rereplic: DNA re-replication induction in MCF 10a cells; Potency, µM (doses to about 46.1 µM), inactives show at the top dose activity, positive = re-replication, usual class: activators; MCF 10A DNA re-replication, Hoechst nuclear intensity, 48 h; 350,000 tested, 2.9% active; also: potency is read from the fitted curve at half-maximal effect; % of control where 0% means no effect; nearly all actives have a fitted effect of over 50% in size
SW480 rereplic: DNA re-replication induction in SW480 cells; SW480 DNA re-replication, Hoechst DNA content imaging, 48 h; Potency, µM (titrated, usually from 46.1 µM), for the others: at the top dose re-replication activation, most hits filed as activators; 340,000 tested, 1.8% active; also: potency is read from the fitted curve at half-maximal effect; % of control where 0% means no effect; nearly all actives have a fitted effect of over 55% in size
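250 cells/well; 23 nL cpd via pin tool; 48 hr, 37 C, 5% CO2; Hoechst 40 min; imager read of total nuclear intensity, ex 405/em 500-530 nm.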
HT1080 IDH1KD tx: toxicity to HT-1080 IDH1 knockdown cells (counter line) | HT-1080 IDH1 knockdown viability, ATP luminescence, 48 h | Potency, µM (highest dose often 46.1 µM), without a hit: at the highest dose activity, negative = toxicity, hits mostly cytotoxic | 360,000 tested, 2% active;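 also: potency is read from the fitted curve at half-maximal effect; 0% = DMSO wells and -100% = cell-free medium wells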
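Luminescent ATP read-out (CellTiter-Glo, 10 min at room temperature) after 48 h compound exposure at 37 °C gave viability of IDH1-knockdown HT-1080 cells. Activity was normalised to DMSO and cell-free wells, then fitted as concentration-response curves.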
IL-1B inflam inh: inflammasome signaling inhibition, IL-1 beta readout. THP-1 LPS/ATP IL-1B secretion, AlphaLISA, 16 h; hits give low values. AID 743279. 360,000 tested, 4.7% active. activity change, % at 57.5 µM; in the data active = activity change below about -50%; inconclusive = mostly about -30% to -49%; also: % is scaled to controls: 0 for no effect and ±100 for the full control effect
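Secreted IL-1B measured by AlphaLISA bead assay after 16 h compound exposure of THP-1 cells; compounds (final up to 57.5 uM) added 1 h before LPS (250 ng/mL) and ATP (1.25 mM) stimulation; lower signal means less secretion.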
* = called active by the depositor; i = inactive; ? = inconclusive; / = no result given; & = joins results of further samples; [ ] = remark or other dose. Unless noted, calls follow the shape of the dose curve; as a rule, active = well fitted curve in the direction sought with a large enough effect; inconclusive = small, poorly fitted or top-dose-only effect, or another doubt; inactive = no such curve, though single readings can be large; an effect the other way counts as inactive or inconclusive.

Sample of the layout, five compounds:
#1 Cc1ccc(N(CC(=O)NCc2ccc3c(c2)OCO3)C(=O)c2csnn2)cc1
#2 CCCCn1c(O)c(N=NC(=O)c2ccncc2)c2cc(Br)ccc21
#3 c1cncc(-c2ccnc3ncnn23)c1
#4 O=C(NCC1OCCCN1S(=O)(=O)c1ccc(F)cc1)C(=O)NC1CCCC1 (configuration not stated)
#5 CC(=O)c1cn(C(=O)c2ccc(Cl)cc2)c2ccccc12

compound no.	1	2	3	4	5
ATXN2 expr inh	21%	-9%	-2%	4%	-16%
HT1080 IDH1KD tx	-2%	-11%	1%	2%	-4%
HepG2 tox	-23%	8%	-14%	18%	7%
IL-1B inflam inh	-6	16	0	i	28
S2 tox	i	?	i	i	i
SW480 rereplic	10%	-52%[inhibitor]	0%	?	-3%
HT1080-NT tox	0%	-4%	7%	-5%	2%
MCF10A rereplic	?	24%	0%	-10%	1%
KB-3-1 tox	-8%	-12%	7%	-1%	17%

Results, from the start:
#1 Cc1ccc(N(CC(=O)NCc2ccc3c(c2)OCO3)C(=O)c2csnn2)cc1
#2 CCCCn1c(O)c(N=NC(=O)c2ccncc2)c2cc(Br)ccc21
#3 c1cncc(-c2ccnc3ncnn23)c1
#4 O=C(NCC1OCCCN1S(=O)(=O)c1ccc(F)cc1)C(=O)NC1CCCC1 (configuration not stated)
#5 CC(=O)c1cn(C(=O)c2ccc(Cl)cc2)c2ccccc12
#6 O=C(/C=C/c1ccc(Cl)cc1)NCCCN1CCOCC1
#7 CC(=O)Nc1cc2nn(-c3ccccc3)nc2cc1C
#8 COc1ccc(S(=O)(=O)N2CCC(N3CCCCC3)CC2)cc1
#9 CCOc1ccccc1NC(=O)CCS(=O)(=O)c1cccs1
#10 CCn1c(C2CC(=O)N(c3ccc(C)c(C)c3)C2)nc2ccccc21 (configuration not stated)

compound no.	1	2	3	4	5	6	7	8	9	10
ATXN2 expr inh	21%	-9%	-2%	4%	-16%	4%	/	2%	-15%	-4%
HT1080 IDH1KD tx	-2%	-11%	1%	2%	-4%	-1%	2%	12%	0%	-6%
HepG2 tox	-23%	8%	-14%	18%	7%	11%	-19%	-1%	8%	-34%
IL-1B inflam inh	-6	16	0	i	28	1	13	16	-3	-16
S2 tox	i	?	i	i	i	i	i	i	i	?
SW480 rereplic	10%	-52%[inhibitor]	0%	?	-3%	-4%	-2%	-3%	-9%	0%
HT1080-NT tox	0%	-4%	7%	-5%	2%	7%	?	11%	3%	-4%
MCF10A rereplic	?	24%	0%	-10%	1%	1%	14%	2%	4%	-1%
KB-3-1 tox	-8%	-12%	7%	-1%	17%	13%	-12%	-5%	8%	0%

#11 Cc1cc(C)c(NC(=O)CCCN2CCCC2)c(C)c1
#12 CCCCn1c(-c2ccc(C(C)(C)C)cc2)nc2cc3[nH]c(=O)c(C(C)C)nc3cc21
#13 CCc1nn(C(C)C(=O)NC2CCCCCC2)c(=O)c2cc3occc3n12 (configuration not stated)
#14 COc1ccc(-c2ccc(SCC(=O)NCc3ccc4c(c3)OCO4)nn2)cc1OC
#15 CC(=O)NC(c1cccc(F)c1)c1nc(-c2cccc(C(=O)O)c2)cs1 (configuration not stated)
#16 CCC(CC)Nc1ccc(C(CC(N)=O)NC(=O)Cc2cccc3ccccc23)cc1[N+](=O)[O-] (configuration not stated)
#17 COc1ccccc1OCC(=O)Nc1ccc(S(=O)(=O)Nc2nc(C)cc(C)n2)cc1
#18 CN(CC(=O)Nc1ccc(F)cc1)C(=O)Cn1c(=O)oc2ccccc21
#19 CC(C)NC(=O)c1ccccc1S(=O)(=O)c1ccccc1C#N
#20 CCc1cc2cc(C(=O)N3CCN(c4ccccc4)CC3)sc2s1

compound no.	11	12	13	14	15	16	17	18	19	20
ATXN2 expr inh	-6%	7%	-11%	19%	33%	3%	-7%	4%	-9%	13%
HT1080 IDH1KD tx	4%	6%	23%	?	5%	0%	3%	4%	21%	10%
HepG2 tox	-1%	-2%	-2%	-6%	3%	-14%	-10%	-7%	76%	-4%
IL-1B inflam inh	11	27	52	-95*	-11	20	22	45	-1	12
S2 tox	i	i	?	i	i	i	i	i	i	i
SW480 rereplic	-15%	3%	-4%	?	/	-1%	3%	-18%	-5%	16%
HT1080-NT tox	6%	1%	15%	?	3%	-3%	11%	2%	14%	10%
MCF10A rereplic	-11%	18µM*	0%	?	/	?	?	-1%	3%	15%
KB-3-1 tox	19%	18%	-5%	1%	0%	22%	28%	9%	10%	20%

#21 Cc1cc(C(=O)NC(C)c2ccncc2)cs1 (configuration not stated)
#22 COCCSc1ccccc1C(=O)Nc1ccc([N+](=O)[O-])cc1OC
#23 COc1cc2ccccc2cc1C(=O)Nc1ccc(O)cc1
#24 CC(=O)NCCNc1nc2c(-c3cccc(C(F)(F)F)c3)nnn2c2ccccc12
#25 CC[C@@]1(C(=O)OC)N[C@H](CN(C)C(=O)c2ccc(C)cc2)[C@@H]2C(=O)N(Cc3ccccc3)C(=O)[C@@H]21
#26 C=CCC1[C@H](C)[C@H]2[C@@H]3CC[C@@H](C3)[C@H]2CN1S(=O)(=O)c1ccc(C)cc1 (some centres not stated)
#27 COc1ccccc1CNC(=O)c1ccc(NS(=O)(=O)c2cccs2)cc1
#28 CCS(=O)(=O)c1ccc2oc(Nc3cccc(OC)c3)nc2c1
#29 CC(=O)c1cccc(CN2CCCC(C(=O)c3ccc4c(c3)OCO4)C2)c1 (configuration not stated)
#30 CCCCNC(=O)O[C@@H]1C[C@H]2CCCC(=O)N3CC[C@@H](C1)[C@@H]23

compound no.	21	22	23	24	25	26	27	28	29	30
ATXN2 expr inh	-6%	-1%	25%	-2%	-3%	-13%	-1%	26%	-16%	12%
HT1080 IDH1KD tx	1%	-2%	?	9%	6%	?	-11%	-18%	-25%	25%
HepG2 tox	0%	-31%	-28%	-3%	3%	-21%	-55%	-25%	-19%	-2%&7%
IL-1B inflam inh	-9	-2	0	30	-8	46	-12	-12	-18	10
S2 tox	i	i	/	/	i	i	?	i	i	i
SW480 rereplic	-6%	-2%	-7%	?	-2%[9.22 µM]	0%	-2%	-7%	8%	-6%
HT1080-NT tox	7%	0%	-29%	9%	0%	-20%	-5%	-17%	2%	22%
MCF10A rereplic	3%	15%	4%	?	2%	1%	-3%	-37%[inhibitor]	2%	-6%
KB-3-1 tox	-5%	-3%	-4%	7%	4%	0%	4%	-1%	6%	6%&7%

#31 Fc1ccc(Nc2c3c(nc4ccccc24)CCC3)cc1
#32 COc1cccc(NC(=O)CSc2c3c(nc4ccccc24)CCCC3)c1
#33 CC(=O)Nc1ccc(-c2nc3ccccc3o2)cc1
#34 Cc1ccc(NC(=O)Cn2c(=O)n(CCCCC(=O)NCCc3ccccc3)c(=O)c3ccccc32)cc1
#35 Cn1cnnc1SCC(=O)Nc1ccccc1C(=O)NC1CCCC1
#36 Cc1ccc(NC(=O)C(c2ccccc2)c2ccccc2)c(O)c1
#37 Cc1ccc(S(=O)(=O)NNC(=O)/C=C/c2cccc(F)c2)cc1
#38 O=C(CSc1nnc(CNC(=O)c2cccs2)o1)NCC1CCCO1 (configuration not stated)
#39 CC1=C(C(=O)N(C)C)CC(CC(=O)NCCN2CCOCC2)C(=O)N1CCCN1CCCC1=O (configuration not stated)
#40 COc1ccc(-c2noc(N3CCC(C(=O)Nc4ccc(F)cc4)CC3)n2)cc1

compound no.	31	32	33	34	35	36	37	38	39	40
ATXN2 expr inh	-23%[11.3 µM]	?	90%[activator]	-1%	4%	-6%	/	2%	-7%	4%
HT1080 IDH1KD tx	?	?	16%	/	10%	-25%	0%	-1%	18%	-2%
HepG2 tox	-33%&-25%	-81%&-32%	5%	9%	6%	-25%	-2%	-16%	-8%	-10%
IL-1B inflam inh	-96*	-96*	?	/	16	-56*	-11	8	5	0
S2 tox	?	/	i	i	i	i	i	i	i	i
SW480 rereplic	?	15%	8%	/	17%	-32%[inhibitor]	37%	-3%	/	-3%
HT1080-NT tox	16µM*	-10%	17%	/	2%	-24%	12%	1%	17%	10%
MCF10A rereplic	1%	?	27%	/	?	5%	?	-2%	/	16%
KB-3-1 tox	?	0%&-6%	0%	11%	13%	-8%	10%	9%	0%	-2%

#41 CCn1c(SCC(=O)NC2CC2)nnc1-c1ccccn1
#42 Cc1oc(C(C)(C)C)cc1C(=O)NCc1ccc2c(c1)OCO2
#43 CN1C[C@@H]2[C@@H]3C(=O)N(Cc4ccccc4)C(=O)[C@@H]3[C@](C)(C1=O)N2C(=O)c1ccc(Cl)cc1
#44 COc1ccc(NC(=O)NC2(C)CCS(=O)(=O)C2)cc1 (configuration not stated)
#45 Cc1ccc(Cn2c(Sc3nnc(C)s3)nc3c2c(=O)[nH]c(=O)n3C)cc1
#46 COCC(=O)Nc1cc(Cl)c(OC)cc1OC

compound no.	41	42	43	44	45	46
ATXN2 expr inh	5%	-14%	10%	-2%	3%	3%
HT1080 IDH1KD tx	9%	-1%	0%	3%	2%	15%
HepG2 tox	5%	5%	-2%	1%	5%	6%
IL-1B inflam inh	-4	14	-10	17	-11	0
S2 tox	i	i	i	i	i	i
SW480 rereplic	2%	-3%	-7%	4%	3%	-1%
HT1080-NT tox	23%	4%	-1%	0%	13%	3%
MCF10A rereplic	-3%	0%	2%	-2%	0%	5%
KB-3-1 tox	0%	?	0%	-1%	1%	7%
